# Compound activity (PubChem)
# M5 PAM – potentiates acetylcholine response at human M5 receptor; 360,000 compounds, 0.3% hits; CHO-K1 hM5, Fluo-8 calcium, ACh EC20 PAM; 0% = ACh EC20, 100% = ACh EC100; P08912; activation, % at 3 µM;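 active = activation above the run cutoff, the mean activation of all test compounds plus 3 SD, cut at about 18% in these data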
# Target sequence (P08912 whole entry, looked up): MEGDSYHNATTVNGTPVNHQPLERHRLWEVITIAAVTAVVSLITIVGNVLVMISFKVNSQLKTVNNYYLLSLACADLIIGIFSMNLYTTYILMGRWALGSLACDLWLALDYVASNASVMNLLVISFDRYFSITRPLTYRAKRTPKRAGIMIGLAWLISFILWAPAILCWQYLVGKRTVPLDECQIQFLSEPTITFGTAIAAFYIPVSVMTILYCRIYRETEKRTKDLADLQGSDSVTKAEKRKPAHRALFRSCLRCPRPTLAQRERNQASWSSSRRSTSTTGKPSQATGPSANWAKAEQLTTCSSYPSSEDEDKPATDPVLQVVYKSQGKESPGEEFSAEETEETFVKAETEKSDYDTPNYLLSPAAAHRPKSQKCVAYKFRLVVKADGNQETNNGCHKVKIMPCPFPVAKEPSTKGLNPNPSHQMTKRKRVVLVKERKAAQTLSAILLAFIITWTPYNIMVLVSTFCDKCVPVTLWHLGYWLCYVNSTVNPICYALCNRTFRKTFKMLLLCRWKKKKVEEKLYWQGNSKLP
#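 Measured by: Fluo-8 calcium fluorescence; material: human M5 receptor in CHO-K1 cells; schedule: Post-acetylcholine fluorescence recording 140 s; benchmarks: low control EC20 acetylcholine (0%), high control EC100 acetylcholine (100%); read-out: Max/basal fluorescence ratio as % of EC20–EC100 ACh window; compound: single dose, 3 µM nominal final test concentration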
# M4 antag – blocks acetylcholine activation of human M4 receptor; CHO-hM4 cells, ACh EC80, Fluo-8 calcium fluorescence; inhibition, % at 3 µM; 360,000 compounds, 0.73% hits; AID 624125;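 active = inhibition above its plate's cutoff, the mean inhibition of sample wells plus 3 SD, cut at about 27% in these data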;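 note: 0% = acetylcholine EC80 with DMSO and 100% = DMSO without agonist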
# Target sequence (P08173 whole entry, looked up): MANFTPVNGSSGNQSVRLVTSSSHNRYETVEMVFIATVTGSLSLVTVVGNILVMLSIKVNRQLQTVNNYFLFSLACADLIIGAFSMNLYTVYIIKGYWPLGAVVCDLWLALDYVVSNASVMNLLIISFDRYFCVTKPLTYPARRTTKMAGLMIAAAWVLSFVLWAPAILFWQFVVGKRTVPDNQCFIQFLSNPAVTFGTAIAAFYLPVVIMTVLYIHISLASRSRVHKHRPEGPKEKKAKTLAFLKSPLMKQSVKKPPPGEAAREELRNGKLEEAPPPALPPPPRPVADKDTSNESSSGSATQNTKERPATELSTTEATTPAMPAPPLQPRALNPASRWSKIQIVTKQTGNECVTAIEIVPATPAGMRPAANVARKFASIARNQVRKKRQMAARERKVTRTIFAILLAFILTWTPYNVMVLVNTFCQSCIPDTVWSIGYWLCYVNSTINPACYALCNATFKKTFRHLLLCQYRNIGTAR
# CRFR2-BP antag – CRF-BP/CRF-R2 complex antagonism; HEK293 CRF-R2/CRF-BP, CRF-induced calcium fluorescence; AID 588475; 350,000 compounds, 0.59% hits; inhibition, % at 11.8 µM;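 active = inhibition of the ligand-induced calcium signal above about 50% at the single tested concentration, limit read from the data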
# CHRM4 agonist – CHRM4 agonism in calcium assay. P08173. CHO-K1 hM4/Gqi5, Fluo-8 calcium fluorescence; vehicle 0%, full acetylcholine response 100%. activation, % at 3 µM. 360,000 compounds, 0.14% hits. AID 624127;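 active = activation above the run mean over all test wells plus 3 SD, cut at about 32% in these data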;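 note: peak over basal fluorescence ratio per well then scaled between controls; 0% = DMSO wells and 100% = acetylcholine at EC100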
# CHRM4 PAM – potentiates acetylcholine response at human M4 receptor; activation, % at 3 µM; CHO-K1 hM4/Gqi5, Fluo-8 calcium fluorescence, ACh EC20; 0% = ACh EC20, 100% = maximal ACh; P08173; 360,000 compounds, 0.4% hits; AID 624126;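 active = activation above its plate's cutoff, the mean activation of sample wells plus 3 SD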; note: some results filed as inactive read as strong as hits
# CHRM5 agonist – agonists of human muscarinic M5 receptor (CHRM5); P08912; CHO-K1 hM5 cells, Fluo-8 calcium fluorescence; 0% DMSO wells, 100% maximal acetylcholine response; activation, % at 3 µM; 360,000 compounds, 0.19% hits;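 active = activation above the run's mean over test compounds plus 3 SD, cut at about 23% in these data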;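 note: signal is peak over basal fluorescence ratio across the kinetic read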
# CHRM5 antagonist – antagonists of human muscarinic M5 receptor (CHRM5) | P08912 | CHO-hM5 cells, Fluo-8 calcium fluorescence, ACh EC80 | inhibition, % at 3 µM | 360,000 compounds, 0.59% hits | AID 624040;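 active = inhibition above a per-plate cutoff, the mean of that plate's test compounds plus 3 SD, cut at about 27% in these data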;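 note: 0% = acetylcholine EC80 with DMSO and 100% = DMSO without agonist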
# M1 PAM – positive allosteric modulators of human M1 muscarinic receptor; CHO-K1 hM1, Fluo-8 calcium fluorescence, ACh EC20; 0% = ACh EC20, 100% = maximal ACh; AID 588819; 360,000 compounds, 0.088% hits; activation, % at 3 µM; in the data active = activation above about 19%, passing the limit was not always enough
# CRFBP-R2 agonist – CRF-BP/CRF-R2 complex agonism | HEK293 CRF-R2/CRF-BP, calcium dye fluorescence (FLIPR); percent of saturating CRF peptide response | activation, % at 13.2 µM | 350,000 compounds, 0.46% hits | AID 588473;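 active = activation of at least 50%, plus an integration ratio under a set limit after plate pattern correction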;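 note: plate controls were neutral control wells without compound for no effect and CRF at EC100 for full effect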
# * = called active by the depositor; x = not tested or not shown. The order is random; about 2.6% have a hit in one of these screens.
SMILES,M5 PAM,M4 antag,CRFR2-BP antag,CHRM4 agonist,CHRM4 PAM,CHRM5 agonist,CHRM5 antagonist,M1 PAM,CRFBP-R2 agonist
OC(COc1ccc(F)cc1)CN1CCN(c2ccccc2F)CC1 (stereo not drawn),0,-14,-2,2,-3,-5,4,15,0.3
O=C(c1cc2cc(Br)cc(Br)c2oc1=O)N1CCOCC1,-4,14,7,1,-8,1,1,-3,-0.6
O=C(c1ccc(Cl)c(S(=O)(=O)N2CCCCCC2)c1)N1CCCC(C(F)(F)F)C1 (stereo not drawn),1,-4,0,9,16,5,-1,10,0.9
CC/C(=N\NC(=O)c1ccccc1Cl)c1ccc(Br)s1,-3,3,-3,1,13,-3,-5,-2,0.1
Cc1ccc(NC(=O)CN(C)C(=O)c2cccc(S(=O)(=O)N3CCc4ccccc43)c2)cc1,-12,12,5,3,-7,-4,14,-1,0.7
CC1CCC(C(O)(C(=O)O)C2CCCCC2)CC1C (stereo not drawn),2,2,16,1,-3,2,4,7,1.8
CCCC(NC(=O)C(C)N1CCN(S(=O)(=O)c2ccccc2)CC1)c1ccccc1 (stereo not drawn),10,3,-3,1,3,0,-1,5,-0.5
Cc1cc(OCC(=O)NCCc2ccc(S(N)(=O)=O)cc2)c2c(C)c(C)c(=O)oc2c1,-4,0,-2,0,-8,-1,9,11,0.3
Cc1ccc(OCCSc2nnc(-c3ccncc3)n2C)cc1,-3,5,2,0,-9,-2,3,9,-0.1
CCN(CC)S(=O)(=O)c1ccc(N2CCCCC2)c(NC(=O)c2ccncc2)c1,-5,0,-6,5,-2,4,12,7,-4.1

# Next part; it opens with the two that closed the last part.
SMILES,M5 PAM,M4 antag,CRFR2-BP antag,CHRM4 agonist,CHRM4 PAM,CHRM5 agonist,CHRM5 antagonist,M1 PAM,CRFBP-R2 agonist
Cc1ccc(OCCSc2nnc(-c3ccncc3)n2C)cc1,-3,5,2,0,-9,-2,3,9,-0.1
CCN(CC)S(=O)(=O)c1ccc(N2CCCCC2)c(NC(=O)c2ccncc2)c1,-5,0,-6,5,-2,4,12,7,-4.1
Cc1cc2oc(=O)cc(CN3CCCCC3C)c2cc1C(C)C (stereo not drawn),-1,17,-4,-1,-5,-3,2,0,3.0
CCC(C)NC(=O)Cn1nc(C(F)(F)F)c2c1CCC2 (stereo not drawn),-2,-11,-6,1,13,-8,7,7,-0.9
CC(C)(C)OC(=O)N1CCN(C(=O)c2[nH]cnc2C(=O)Nc2ccon2)CC1,-4,6,-3,1,-4,6,-3,-3,-0.5
Cn1c(=O)c2c(nc(N3CCC(C(N)=O)CC3)n2CCSc2nc3ccccc3s2)n(C)c1=O,1,-1,-12,4,-15,1,5,8,-1.8
CC(C)(C)c1ccccc1OCCOCCN1CCCCCC1,-1,-3,-10,6,-14,-18,5,4,1.1
Cc1ccc(CNC(=O)C2CCN(S(=O)(=O)c3cccs3)CC2)o1,-3,1,14,0,7,-1,-1,6,0.9
Cc1cc2ccccc2nc1-c1ccccc1F,-9,-6,-6,0,0,4,6,7,-3.3
CC(C)CN(C(=O)COC(=O)c1ccc2ccccc2n1)C1CCS(=O)(=O)C1 (stereo not drawn),-10,5,-4,10,-10,3,17,-1,1.1
Cc1ccc2oc(C(=O)N(Cc3nccn3C)C(C)C)c(C)c2c1,0,-8,3,2,-2,-3,1,-3,0.8
COC(=O)c1cc(C(=O)CC(C)C)c[nH]1,2,-4,0,0,1,-1,3,3,2.2
CCOC(=O)Cc1csc(NC(=O)c2ccc(NC(C)=O)cc2)n1,-9,-12,13,3,8,-3,4,6,7.5
O=C(Cc1csc(-c2cccc(F)c2)n1)Nc1cccc(S(=O)(=O)NC2=NCCC2)c1,2,-12,1,4,0,-3,-2,9,-0.8
Oc1ccc2ccccc2c1CN1CCCCC1,-2,2,17,1,-1,-1,22,2,109*
CCC1(c2ccc(F)cc2)NC(=O)N(CC(=O)Nc2ccccc2Cl)C1=O (stereo not drawn),-10,7,-35,18,-4,33*,-9,3,14
Cc1ccc(C2C(C#N)=C(N)Oc3n[nH]c(-c4cccs4)c32)s1 (stereo not drawn),5,1,15,1,3,-1,0,5,-1.3
COC(=O)CNC(c1ccccc1)c1cc(C)ccc1NC(=O)c1cccc(Cl)c1 (stereo not drawn),-17,0,-17,6,-13,-5,10,-14,0.8
C[C@]12c3[nH]c4ccc(Cl)cc4c3CCN1C(=O)[C@@H](CC(=O)NCCCn1ccnc1)C[C@@H]2C(=O)N1CCOCC1,0,4,-6,0,-2,-2,5,1,-2.4
O=C(Nc1cccc(OC(=O)c2ccc(Br)o2)c1)c1ccccc1,3,4,-6,2,-1,-5,11,10,5.3
CSc1ccc(OC2(C)CCN(Cc3ccc(-c4ccccn4)cc3)C2)cc1 (stereo not drawn),-6,7,x,7,-12,-1,3,-26,x
COc1ccc(C(=O)N2CCN(c3nc4cc(C)ccc4cc3C#N)CC2)c(OC)c1,-14,0,14,9,-4,-5,5,-5,-0.9
CCOC(=O)c1cnc2c(CC)cccc2c1NCCN1CCOCC1,-1,6,7,1,-13,-8,27*,-26,-0.3
CC1CCN(S(=O)(=O)c2ccc(C(=O)Nc3nnc(C4CC4)o3)cc2)CC1,1,2,13,-1,2,-4,0,3,-0.1
c1ccc(CSc2ccc(-c3ccccn3)nn2)nc1,6,5,6,1,1,1,4,-1,-1.1
COC(=O)Cn1c(=O)c2c(nc3n2CCCN3Cc2ccccc2)n(C)c1=O,-7,1,10,2,-5,0,7,7,-1.3
N#CC1=C2N=C(N)c3ccccc3N2C2=C(C(=O)CCC2)C1c1ccc(Cl)cc1 (stereo not drawn),-4,-12,15,2,5,0,0,1,-3.9
Cc1cc(C)nc(Sc2nc(Cl)nc(N(c3ccccc3)c3ccccc3)n2)n1,-4,0,8,1,2,2,5,1,0.9
COc1cccc(NC(=O)CC(=O)c2ccc([N+](=O)[O-])cc2)c1,-3,12,22,4,-5,-2,15,1,-1.5
COc1ccc(C2/C(=C(\O)c3ccc4c(c3)OCCO4)C(=O)C(=O)N2Cc2ccco2)c(OC)c1 (stereo not drawn),0,7,22,1,0,-3,-2,14,1.2
Cc1ccccc1NC(=O)CC1C(=O)NCCN1C(=O)c1cccc(Cl)c1 (stereo not drawn),-10,5,-8,0,-3,0,18,-1,0.1
COc1ccc2sc(N3C(=O)C4CC=C(C)CC4C3=O)nc2c1 (stereo not drawn),-4,3,-40,-2,14,-1,9,10,-3.1
C[C@H]1CN([C@@H](C)CO)S(=O)(=O)c2ccc(Br)cc2O[C@@H]1CN(C)Cc1cccc(F)c1,1,-10,0,0,3,1,-2,3,1.5
Cc1ccc2nc(NC(=O)COC(=O)c3ccncc3)sc2c1,-1,11,-14,3,-5,-1,8,4,0.0
CN1CCc2nc(SCc3ccc(C(C)(C)C)cc3)c(C#N)cc2C1,1,2,-101,0,-4,-7,0,-10,5.3
Clc1ccccc1OCc1nnc2n1CCCCC2,8,4,1,0,11,1,7,7,0.7
Cc1ccc(CNc2ncccc2-c2nc3cc(Cl)ccc3o2)cc1,5,-9,-11,1,15,-4,-2,2,-0.6
N#CCCn1c(O)c(N=NC(=O)CNC(=O)c2cccs2)c2ccccc21,5,1,13,3,2,-1,0,-3,-3.2
CC(=O)NC1=NN(C(C)=O)C(c2ccc(C)cc2)S1 (stereo not drawn),-1,4,3,-1,-3,2,4,6,-4.0
O=C(COc1ccccc1)NCC1(N2CCCCC2)CCCCC1,6,-18,1,0,11,3,13,1,1.3
CCOC(=O)c1c(NC(=O)Cc2cccs2)sc(C)c1C,2,-5,5,0,4,-4,1,-2,-1.2
COc1cccc(CNC(=O)CCCn2ncn3c(cc4occc43)c2=O)c1,-9,0,5,1,-2,-1,12,-1,0.7
CC1(C)Cc2c(sc3c2c(=N)n(Cc2ccco2)c(=O)n3Cc2ccc(Cl)cc2)CO1,0,-4,26,-1,-4,-3,-9,6,-1.9
CCCCC(=O)Nc1ccc(Br)cc1C(=O)O,-1,4,11,-1,-4,-1,-7,3,-1.0
CCCCN1C(=O)c2ccc(C(=O)OCC(=O)NCCc3ccc(S(N)(=O)=O)cc3)cc2C1=O,3,-2,10,2,2,3,12,-2,-1.0
CCOc1ccc2nc(NC(=O)CC3Oc4ccccc4NC3=O)sc2c1 (stereo not drawn),6,9,0,1,19,1,8,11,2.0
Cn1ncc(Br)c1C(=O)N1CCOCC1,0,5,3,0,-4,2,4,7,-2.1
F[B-](F)(F)c1cncc2ccccc12,2,-2,-4,1,5,0,1,13,0.8
CSCc1cc(N2CCOCC2)nc(SCc2ccc(Cl)cc2Cl)n1,1,9,-8,-1,-9,0,-3,0,3.0
COc1ccc(NC(=O)CCNS(=O)(=O)c2ccc3c(c2)c(=O)n(C)c(=O)n3C)c(OC)c1,-2,3,21,1,-4,-5,7,0,-3.3
CCOC(=O)N1CCN(Cc2nc3cc(NC(=O)C(C)C)ccc3n2C)CC1,-2,1,-8,0,-6,-6,8,-1,1.0
CCOc1cccc(C(=O)Nc2ccccc2C(=O)N2CCOCC2)c1,7,-4,-3,2,6,-3,1,14,4.0

# Quoted from the listing:
# CRFR2-BP antag with `CC(C)CN(C(=O)COC(=O)c1ccc2ccccc2n1)C1CCS(=O)(=O)C1` (stereo not drawn) reads -4
# M5 PAM with `Cc1ccccc1NC(=O)CC1C(=O)NCCN1C(=O)c1cccc(Cl)c1` (stereo not drawn) reads -10

# Later entries
SMILES,M5 PAM,M4 antag,CRFR2-BP antag,CHRM4 agonist,CHRM4 PAM,CHRM5 agonist,CHRM5 antagonist,M1 PAM,CRFBP-R2 agonist
Cc1cc(C(=O)CSc2nnc(-c3cccnc3)n2-c2ccccc2F)c(C)n1CC1CCCO1 (stereo not drawn),-2,6,-5,4,3,1,-3,2,0.6
O=C1NCCN(Cc2c(F)cccc2Cl)C1CC(=O)N1CCCO1 (stereo not drawn),6,-9,3,1,-2,2,-10,13,2.6
CCOc1ccc(-c2nnc(SCC(=O)N3CCNC3=O)o2)cc1,7,-6,-3,2,3,0,6,4,0.1
COc1ccc(CCC(=O)Nc2ccc(Cn3ccnc3)cc2)cc1,5,-8,-3,2,-3,0,-7,-3,0.2
COc1ccc(C(=O)O)cc1S(=O)(=O)NC(C)C12CC3CC(CC(C3)C1)C2 (stereo not drawn),-3,14,-5,4,3,6,14,-5,-0.3
O=c1nc(/C=C/c2cc([N+](=O)[O-])ccc2Cl)cc(C(F)(F)F)[nH]1,1,4,16,0,-3,0,-1,0,0.4
Cc1ccc(NC(=O)NCc2ccc3c(c2)OCO3)cc1C,-2,-1,11,1,2,-6,7,-3,-1.2
Cc1cccc(NC(=O)c2ccc(F)c(S(=O)(=O)NCc3ccco3)c2)c1,19*,-8,-11,1,3,2,-16,12,-1.8
CC[C@H]1O[C@H](C)CC2=C1C(=O)OC(C)(C)O2,-1,-5,x,10,23*,2,2,x,x
Cc1cc(C)n2c(SCC(=O)Nc3cc(S(=O)(=O)N(C)C)ccc3C)nnc2n1,10,0,-3,1,4,-1,23,-2,2.0
c1ccc(CCC2CCCCN2Cc2cn[nH]c2-c2cc3ccccc3o2)nc1 (stereo not drawn),7,7,-15,1,-7,-16,-1,3,0.3
N#CCCSc1ncnc2c1oc1ccccc12,-4,18,5,2,-12,-7,0,-13,0.6
